Dynein transport: inhibitors of GR-EGFP nuclear translocation, primary screen, dynein cargo transport inhibitor project, imaging, high-content, 3617.4 mouse cells | AID 1381, 2008 | actives 0.47% (n = 220,000) | test concentration mostly 20 µM; stimulated with dexamethasone, 1 µM; hits give low values | z-score, hits read low;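 active means plate z-score of nuclear minus cytoplasmic receptor signal below a set negative limit, without overly bright fluorescence or cell loss, cut at about -3.5 in these data, passing the limit was not always enough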;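 further: z-score of nuclear minus cytoplasmic ring GR-EGFP intensity difference per well; some compounds called inactive have numbers as strong as hits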
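Buffer or medium: Induction medium lacking tetracycline, stripped serum | Also added: Dexamethasone agonist, 1.0 µM final, for 30 min | Timing: 48 h induction, 1 h compound, 30 min dex at 37 °C | Detection: Formaldehyde fixation, Hoechst nuclear stain, 10x automated fluorescence imaging | Measure: Nuclear versus cytoplasmic GR-EGFP signal, averaged per well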
Insulin prom up: insulin promoter activators in MIN6 cells, imaging, high-content screening, mouse beta cells | MIN6 insulin promoter-GFP reporter; hits give high values | z-score at 5 µM | actives 0.3% (n = 190,000) | AID 1625, 2009;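 active means z-score above 3 at 5 µM with at least 500 cells counted in the well; inconclusive means wells under 500 cells, flagged as cytotoxic or low count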
ER stress rescue: rescue of cells from ER stress-induced death, primary screen, 384-well, CSM14.1, thapsigargin, ATP luminescence (AID 1222); CSM14.1 thapsigargin-induced death rescue, ATP luminescence; higher % means a stronger effect; cellular ATP content (survival), % at 20 µM; hits with a dose series show EC50 in µM; 190,000 tested, under 10 active;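 active means EC50 below 50 µM in the dose-response confirmation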;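 further: death triggered by thapsigargin at about 15 µM added after 2 h compound pretreatment; cell ATP read after overnight thapsigargin exposure of roughly 18 to 22 hours; normalized against plate controls of thapsigargin alone and 5% DMSO vehicle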
Salmonella PhoP GFP: inhibitors of PhoP regulon expression, primary screen, Salmonella Typhimurium, GFP reporter (AID 1863) | S. Typhimurium PhoP-regulated promoter GFP reporter, 4 h; higher % means a stronger effect | inhibition, % at 50 µM, or IC50 in µM where a hit was titrated | actives 0.16% (n = 300,000);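 active means inhibition over 29.93%, a cutoff 3 SD above the screen mean, later confirmed by dose response; inconclusive means inhibition over 29.93% but no dose response follow-up; inactive means inhibition at most 29.93% or unconfirmed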;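 further: 0% = low Mg2+ inducing control and 100% = high Mg2+ repressing control; strong numbers were not always called active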
Hep lipid drop: inhibitors of hepatocyte lipid droplet formation, primary screen, imaging, high-throughput imaging, BODIPY stain; AML12 mouse hepatocytes, oleate lipid droplets; inhibition, % at 6.5 µM; actives 0.4% (n = 240,000); AID 1656, 2009;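 active means lipid droplet intensity inhibited by at least 50%, with more than 500 cells counted; inconclusive means wells with under 300 cells, treated as cytotoxic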
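material = mouse AML12 hepatocyte cell line, fixed after treatment | also added = 100 µM oleic acid challenge | doses = compound at 6.5 µM only | schedule = overnight exposure | technique = Image-based BODIPY and DAPI two-channel analysis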
MT stabilize HCS: microtubule stabilizers in HeLa cells, primary screen, imaging, high-content imaging; actives 0.83% (n = 200,000); HeLa tubulin immunostaining HCS, 24 h; share of cells brighter than vehicle mean+2SD; % tubulin-high responders, % at 10 µM;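 active means plate Z-score above 3 for both tubulin-high and condensed-nucleus cell shares, with cell loss under 80%, at 10 µM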;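 further: anti alpha tubulin signal scored within the nucleus-defined area of each cell; some results filed as inactive read as strong as hits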
T cell HTS: modulators of CD8 T cell-vesicle binding, primary screen, mouse 2C CD8+ T cells, flow cytometry; 2C CD8+ T cell-vesicle binding; hits give low values; calls only at 7 µM; actives 0.068% (n = 330,000); AID 2052, 2009;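 active means response, share of CD8 T cells binding vesicles, and their 90th percentile fluorescence all below set limits, cut at about 80% in these data, passing the limit was not always enough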
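Assay system: 2C TCR transgenic mouse naive CD8+ T cells, MACS-purified | Read-out: CD8+ gate FL2 mean fluorescence as % of same-row positive control | Signal: High-throughput flow cytometry with anti-B7-1 and anti-CD8 staining | Timing: Binding step 1.5 h, 37 °C, antibody labelling 20 min, ice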
Autophagy mod: autophagy modulators in MEF cells, primary screen, imaging, high-content, MEF GFP-LC3; MEF GFP-LC3 puncta imaging; test concentration mostly 10 µM; calls only at 10 µM (by protocol); actives 0.98% (n = 190,000);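 active means percentage of spot-positive cells more than 3 SD above its plate mean, without a fluorescence outlier flag or 80% toxicity; inconclusive means no clear call, values can overlap the other calls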;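 further: spot-positive cell cutoff set from DMSO-treated cells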
b-catenin transl: modulators of beta-catenin nuclear translocation, primary screen, imaging, HeLa cells, immunofluorescence, high-content; AID 1665, 2009; nuclear translocation activity, % at 5 µM; actives 0.3% (n = 190,000);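 active means nuclear translocation activity above 50% at 5 µM, with a well cell count of 50 or more; inconclusive means wells under 50 cells across six images, flagged as toxic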;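 further: per-cell ratio of nuclear to cytoplasmic median beta-catenin stain intensity; plate controls were DMSO negative control for no effect and GSK-3 inhibitor IX positive control for full effect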
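Signal – beta-catenin immunofluorescence imaging with DAPI · Test system – human HeLa cell line · Dosing – 5 µM primary single dose, 0.1% DMSO, 0.02–20 µM confirmation series · Measure – % activation, nuclear-to-cytoplasmic median beta-catenin signal ratio per cell · Incubation – 24 h compound exposure at 37°C, 5% CO2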
Dynein transport cytoplasmic EGFP: further read-out of Dynein transport, marked with its call; z-score; measured here: cytoplasmic GR-EGFP intensity; hits give high values
Dynein transport nuclear GR-EGFP: also measured in Dynein transport; calls as there; z-score; measured here: nuclear GR-EGFP intensity;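 lower value marks the stronger effect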
Dynein transport cell count: second read-out of Dynein transport, no call of its own (marks repeat the call); z-score; measured here: cell count per field
Insulin prom up cell count: further read-out of Insulin prom up, marked with its call; cell count; measured here: cytotoxicity, nuclei count;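 total cells summed across four imaged fields per well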
Hep lipid drop cells 6.5 µM: recorded beside Hep lipid drop, whose call it bears; cell count; measured here: cell count, cytotoxicity flag;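 cells counted across two imaged fields per well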
b-catenin transl cell count 5 µM: further read-out of b-catenin transl, marked with its call; cell count; measured here: cell count, cytotoxicity flag
T cell HTS vesicle-bound %: recorded beside T cell HTS, whose call it bears; double positive events, %; measured here: CD8+ vesicle-bound cell fraction;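 binding gate set so that unloaded-vesicle control wells show 10% double positive cells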
MT stabilize HCS Hoechst-high %: further read-out of MT stabilize HCS, marked with its call; % Hoechst-high responders; measured here: nuclear condensation Hoechst responders;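 share of cells brighter than vehicle mean plus two SD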
MT stabilize HCS cytotoxicity %: also measured in MT stabilize HCS; calls as there; toxicity, %; measured here: cytotoxicity by cell density;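 0% = mean cell density of plate MIN control wells and 100% = no cells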
Autophagy mod cell loss 18 h: further read-out of Autophagy mod, marked with its call; toxicity, %; measured here: cell loss, nuclei count;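 cell loss after 18 h compound exposure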
The depositor's hits bear a star; i = inactive; u = inconclusive; x = no result given.

SMILES	Dynein transport	Dynein transport cytoplasmic EGFP	Dynein transport nuclear GR-EGFP	Dynein transport cell count	Insulin prom up	Insulin prom up cell count	ER stress rescue	Salmonella PhoP GFP	Hep lipid drop	Hep lipid drop cells 6.5 µM	MT stabilize HCS	MT stabilize HCS Hoechst-high %	MT stabilize HCS cytotoxicity %	T cell HTS	T cell HTS vesicle-bound %	Autophagy mod	Autophagy mod cell loss 18 h	b-catenin transl	b-catenin transl cell count 5 µM
CC(/C=C1\SC(=S)N(c2ccc(C(=O)O)cc2)C1=O)=C\c1ccccc1	2.3	-0.12	1.7	-1.7	x	x	x	0%	2	750	x	x	x	i	51	x	x	1.5	1277
COc1ccc(CC2(CO)CCN(Cc3cc4ccccc4o3)CC2)cc1	-0.69	-0.31	-0.53	1.1	0.99	1506	-2.1%	-3%	5	742	4.4	2.5	3.6	i	4	i	12	0.7	997
C[N+](C)(CC#Cc1ccccc1)CC(=O)c1ccccc1	0.51	-0.3	0.15	-0.37	x	x	2.2%	10%	-4	624	2.4	3.9	1.1	i	51	i	-4	-0.5	938
COc1ccc(CNC(=O)COC(=O)c2ccc(OCc3c(C)noc3C)cc2)cc1OC	-0.33	-0.2	-0.16	-0.27	-0.02	2213	-2.2%	-8%	-7	502	8.3	1.9	11	i	46	i	13	1.2	978
Cc1cccn2cc(CNc3ccccc3)nc12	-1.1	-0.088	-0.55	0.12	x	x	-2.4%	6%	-2	724	2.1	3.6	6.1	i	45	i	1	x	x
COc1cc(/C=C/C(=O)O)ccc1OCc1ccc([N+](=O)[O-])cc1	2.1	-0.15	0.98	-1.4	0.06	1577	0.7%	-10%	23	654	3.7	2.0	7.5	i	52	i	-11	-2.6	1081
C#CC[N+](C)(C)CCCCCCCCC	0.54	-0.072	0.89	-0.87	-1	2320	-2.5%	-3%	-7	688	6.2	14	11	i	48	i	6	7.7	661
O=C(Cn1cccc1C(=O)c1ccccc1)NCCC1=CCCCC1	-0.17	-0.28	-0.11	0.44	1.1	1257	-1.3%	-4%	-2	778	2.0	2.3	6.7	i	10	i	-22	-2.0	1093
CC(C(=O)NC1CCCc2ccccc21)N1CCN(Cc2ccc3c(c2)OCO3)CC1 (stereo unspecified)	-0.91	-0.19	-0.52	0.76	u	x	-5.1%	32%	x	x	1.4	0.8	7.1	i	54	i	5	-1.7	725
CCOC(=O)C1CCN(C(=O)c2cc3cc(Br)ccc3oc2=O)CC1	0.078	-0.27	0.55	0.03	0.52	1580	0.0%	4%	0	676	5.5	2.5	5.0	i	62	i	2	-4.0	1036
Cc1cc(C(=O)NNS(=O)(=O)c2ccc(F)cc2)nn1C(C)(C)C	0.086	-0.29	-0.18	0.72	-0.13	1388	x	-7%	-4	735	x	x	x	i	61	x	x	6.2	920
O=C(Cc1ccc(-n2cccc2)cc1)N1CCc2ccccc21	-0.022	-0.24	0.39	0.51	1.9	900	-0.4%	0%	2	736	2.2	1.0	6.3	i	11	i	15	x	x
CCOC(=O)CSc1nnc(CSc2nc3sc4c(c3c(=O)[nH]2)CCC4)n1-c1ccccc1	0.99	-0.15	0.6	-1.6	-0.32	946	-0.6%	-2%	11	757	1.7	1.9	8.5	i	13	i	-10	x	x
Cn1nc(C(=O)N2CCN(S(=O)(=O)c3ccccc3)CC2)c2ccccc2c1=O	0.014	-0.21	0.31	-0.12	0.34	1225	1.0%	-2%	x	x	2.3	1.4	5.9	i	23	i	-7	-0.4	863
CCOC(=O)CCSCC(=O)N1N=C(c2cccs2)CC1c1ccc(C)cc1 (stereo unspecified)	0.15	-0.14	0.073	-0.27	1.4	1540	5.0%	-6%	29	652	3.6	3.3	7.5	i	45	i	1	-0.8	1058
Cc1cccc(N=C(NO)c2nonc2N)c1	-0.11	-0.26	0.46	0.17	0.88	1312	-2.4%	-2%	7	788	4.6	2.4	7.0	i	24	i	-50	-2.6	540
CCCS(=O)(=O)c1c(S(=O)(=O)CCC)c2c(N)cccn2c1C(=O)c1ccc(F)cc1	-0.29	-0.2	0.16	-0.079	-0.16	1263	2.2%	1%	-27	710	2.1	2.8	7.2	i	38	x	x	-7.1	1220
O=C(NCC1CCCO1)c1cccs1 (stereo unspecified)	2.7	0.0099	2.2	-2.3	-0.44	975	-1.5%	1%	x	x	3.9	2.8	5.9	i	26	i	-5	0.1	1185
Cc1csc(SCC(=O)c2cc(C)n(Cc3cccs3)c2C)n1	-0.27	-0.095	0.17	0.32	-1.7	758	-4.6%	0%	x	x	2.1	1.0	4.2	i	9	i	3	-0.7	1336
c1ccc(Oc2nc(-c3cccnc3)nc3ccccc23)cc1	0.48	-0.29	0.81	-0.12	0.01	1082	x	0%	16	761	x	x	x	i	32	x	x	0.0	1362
Cc1nc(NCCNC(=O)c2ccco2)c2c(C)c(C)sc2n1	-0.39	-0.14	-0.83	0.38	0.14	1233	-3.2%	11%	28	714	3.1	1.9	5.8	i	47	i	-2	x	x
CC1CCN(C(=O)CNC(=O)Cn2ccc3ccccc3c2=O)CC1	-0.87	-0.1	-0.4	-0.39	-0.37	959	-1.1%	-10%	x	x	5.4	0.9	3.9	i	35	x	x	-1.9	1202
Cc1ccc(C(=O)CSc2nnc(-c3ccccc3)n2-c2ccccc2)o1	-0.98	-0.23	-0.15	0.71	0.58	1294	1.6%	1%	-23	695	3.3	0.8	63	i	59	i	6	-0.7	1188
Cc1ccc(OCC(=O)Nc2ccc(S(=O)(=O)Nc3ccccn3)cc2)c(C)c1	0.051	-0.24	0.066	0.41	-0.45	1404	-2.0%	-8%	-3	591	3.0	3.2	2.8	i	43	i	-7	-0.5	1072
COc1ccc(OCCCNCCc2ccccc2)cc1	-0.21	-0.3	0.61	0.32	0.14	1567	-2.1%	-3%	-11	699	4.2	2.7	6.4	i	30	i	13	0.0	1028

Remaining list, next part.
SMILES	Dynein transport	Dynein transport cytoplasmic EGFP	Dynein transport nuclear GR-EGFP	Dynein transport cell count	Insulin prom up	Insulin prom up cell count	ER stress rescue	Salmonella PhoP GFP	Hep lipid drop	Hep lipid drop cells 6.5 µM	MT stabilize HCS	MT stabilize HCS Hoechst-high %	MT stabilize HCS cytotoxicity %	T cell HTS	T cell HTS vesicle-bound %	Autophagy mod	Autophagy mod cell loss 18 h	b-catenin transl	b-catenin transl cell count 5 µM
CC1=C(CC(=O)O)c2cc(F)ccc2/C1=C\c1ccc(S(C)=O)cc1 (stereo unspecified)	-0.57	-0.8	0.013	0.12	0.49	998	x	-5%	6	758	x	x	x	i	30	x	x	-0.4	1199
CCOC(=O)C1(Cc2ccc(Cl)cc2)CCN(Cc2cnc(N)nc2)CC1	-0.64	-0.27	-0.21	0.15	0.88	1407	-1.2%	-1%	-2	722	2.7	2.7	9.0	i	45	i	-29	1.4	1136
N#Cc1nc(-c2ccc(OCc3ccc(Cl)cc3)cc2)oc1N1CCC(C(N)=O)CC1	-0.075	-0.31	0.033	0.077	-0.36	1037	0.0%	6%	x	x	3.9	2.8	1.3	i	31	i	4	0.8	1185
COc1cccc(-c2cc(C(=O)Nc3cccc(O)c3)no2)c1	-0.48	0.49	-0.032	0.073	1.1	1704	-1.3%	4%	x	x	2.2	2.4	6.0	i	27	i	5	0.6	1385
CCOc1ccc(NC(=O)CCC(=O)NNC(=O)Nc2ccc(Cl)cc2)cc1	-0.24	-0.33	-0.18	-0.49	-0.01	1578	3.0%	2%	7	666	8.3	1.8	8.3	i	54	i	-8	-1.5	1484
C[C@@H]1C=C(C(=O)NC2CC2)O[C@H](OCc2ccc(CO)cc2)C1	-0.063	-0.85	0.12	0.009	-0.34	1102	x	-4%	7	726	x	x	x	i	35	x	x	-0.9	1363
COc1cccc(Oc2nc(-c3ccncc3)nc3ccccc23)c1	0.34	-0.24	0.16	0.22	-0.34	1517	x	0%	22	720	x	x	x	i	34	x	x	33	631

Results in Insulin prom up and b-catenin transl cell count 5 µM (two entries from above):
| smiles | Insulin prom up | b-catenin transl cell count 5 µM |
| --- | --- | --- |
| N#Cc1nc(-c2ccc(OCc3ccc(Cl)cc3)cc2)oc1N1CCC(C(N)=O)CC1 | -0.36 | 1185 |
| COc1cccc(-c2cc(C(=O)Nc3cccc(O)c3)no2)c1 | 1.1 | 1385 |

Source: PubChem
